TGFb SMAD3 inh: qHTS for Inhibitors of TGF-b. Potency, µM (titrated, usually from 46.1 µM), for inactives: at the top dose activity, negative = inhibition, usual class: inhibitors. HepG2 CAGA-GFP TGF-b/SMAD3 reporter, GFP fluorescence, 18 h; TGF-beta stimulated, 500 pg/mL final. 410,000 tested, 1.2% active; note: % is set by controls: 0 for no effect and ±100 for the full control effect; nearly all actives have a fitted effect of over 65% in size
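Using HEPG2 CAGA-GFP reporter cells at 1000 cells/well, we pinned test compounds, stimulated with recombinant TGF-beta (500 pg/mL final) and measured total well GFP after 18 h.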
Nrf2 block: Nrf2 qHTS screen for inhibitors; A549 ARE-Fluc reporter, luciferase luminescence, 18-24 h; Potency, µM (series often up to 46 µM), for the others: top-dose activity change, negative = inhibition, hits mostly inhibitors; 360,000 tested, 2.1% active; AID 504444, 2011; note: % is set by controls: 0 for no effect and ±100 for the full control effect; nearly all actives have a fitted effect of over 60% in size
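Nrf2 function is reported as luminescence of an ARE-controlled luciferase in A549 cells. Compounds were tested at several concentrations, and a CellTiter-Fluor read on the same wells flagged cytotoxicity.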
ATXN viability: Viability Counterscreen for Primary qHTS for Inhibitors of ATXN expression; 400,000 tested, 0.49% active; S2 cells (HEK-293 line with an ATXN2-luciferase reporter) viability, CellTiter-Fluor protease fluorescence, 24 h; Potency, µM (doses to about 56.7 µM), usual class: cytotoxic; note: nearly all actives have a fitted effect of over 40% in size
EPAC2 antag: qHTS for Antagonist of cAMP-regulated guanine nucleotide exchange factor 2 (EPAC2): primary screen; Rap guanine nucleotide exchange factor 4 (Homo sapiens), Q8WZA2; EPAC2 GEF exchange of Rap1B-BODIPY-GDP, fluorescence; Potency, µM (highest dose often 114 µM), for the others: at the highest dose activity, negative = inhibition, usual class: inhibitors; 360,000 tested, 0.18% active; AID 720708, 2013; note: % is set by controls: 0 for no effect and ±100 for the full control effect; nearly all actives have a fitted effect of over 45% in size; many of its hits are not listed in these tables
Target sequence (Q8WZA2 whole entry, looked up): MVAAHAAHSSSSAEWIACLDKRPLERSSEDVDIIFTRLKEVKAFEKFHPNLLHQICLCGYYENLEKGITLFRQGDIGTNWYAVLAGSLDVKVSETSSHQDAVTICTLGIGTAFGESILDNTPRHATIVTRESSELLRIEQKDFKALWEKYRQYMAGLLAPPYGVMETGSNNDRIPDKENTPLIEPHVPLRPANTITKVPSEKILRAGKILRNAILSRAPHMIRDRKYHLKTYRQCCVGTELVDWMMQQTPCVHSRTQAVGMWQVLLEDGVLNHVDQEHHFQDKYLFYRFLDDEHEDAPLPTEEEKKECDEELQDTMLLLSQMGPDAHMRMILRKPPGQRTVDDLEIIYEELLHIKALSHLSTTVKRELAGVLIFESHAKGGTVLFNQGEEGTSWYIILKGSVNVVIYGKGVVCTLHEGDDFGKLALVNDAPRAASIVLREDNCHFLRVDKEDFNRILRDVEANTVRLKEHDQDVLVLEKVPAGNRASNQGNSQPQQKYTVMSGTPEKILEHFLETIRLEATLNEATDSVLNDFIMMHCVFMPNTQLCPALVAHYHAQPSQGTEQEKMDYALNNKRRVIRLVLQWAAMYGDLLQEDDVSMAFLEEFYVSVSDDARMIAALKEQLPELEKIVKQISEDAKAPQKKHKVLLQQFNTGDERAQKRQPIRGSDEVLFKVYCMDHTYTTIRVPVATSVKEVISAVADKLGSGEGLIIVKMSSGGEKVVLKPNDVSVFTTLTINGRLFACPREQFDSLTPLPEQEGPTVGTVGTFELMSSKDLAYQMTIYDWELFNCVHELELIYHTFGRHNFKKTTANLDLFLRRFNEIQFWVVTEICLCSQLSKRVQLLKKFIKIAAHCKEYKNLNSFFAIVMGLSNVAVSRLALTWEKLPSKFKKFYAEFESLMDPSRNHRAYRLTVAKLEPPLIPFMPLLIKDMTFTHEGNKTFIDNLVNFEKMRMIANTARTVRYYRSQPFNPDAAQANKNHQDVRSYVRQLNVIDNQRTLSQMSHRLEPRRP
HepG2 tox: qHTS for Inhibitors of TGF-b: Cytotox Counterscreen; HepG2 CAGA-GFP viability, ATP luminescence, 18 h; Potency, µM (highest dose often 46.1 µM), without a hit: at the highest dose activity change, negative = cytotoxicity, actives largely listed as cytotoxic; 410,000 tested, 0.76% active; AID 588856, 2011; note: some results filed as inactive show a strong effect at the top dose
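HepG2 CAGA-GFP cells (1000/well, DMEM with 1% FBS) received compound, then TGF-beta at 500 pg/mL final, and were incubated 18 hours at 37 degrees C. Viability was read by CellTiter-Glo luminescence. Media-only wells were set as complete cell-killing and DMSO as no toxicity.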
MCF10A rereplic: A quantitative high throughput screen for small molecules that induce DNA re-replication in MCF 10a normal breast cells. MCF 10A DNA re-replication, Hoechst nuclear intensity, 48 h. Potency, µM (doses to about 46.1 µM), inactives show at the highest dose activity, positive = re-replication, usual class: activators. 350,000 tested, 2.9% active; note: % of control where 0% means no effect; nearly all actives have a fitted effect of over 50% in size
Nrf2 ARE act: qHTS of Nrf2 Activators. AREc32 ARE-luciferase reporter (MCF7-derived line), luminescence, 24 h. Potency, µM (series often up to 46.1 µM), inactives show at the highest dose activation, hits mostly activators. 410,000 tested, 0.31% active. AID 624171, 2012; note: % of control where 0% means no effect; nearly all actives have a fitted effect of over 65% in size
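Nrf2 activation is followed as ARE-luciferase induction in the AREc32 line after one day of compound treatment; luminescence is read with Steady-Glo.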
A549 tox: Nrf2 qHTS screen for inhibitors: counterscreen for cytotoxicity. 390,000 tested, 0.16% active. Potency, µM (series often up to 46 µM), for inactives: at the top dose activity change, negative = cytotoxicity, usual class: inhibitors. AID 504648, 2011. A549 ARE-Fluc cells, CellTiter-Fluor viability, 18-24 h; note: % is set by controls: 0 for no effect and ±100 for the full control effect
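Cytotoxicity counterscreen: CellTiter-Fluor fluorescence was measured in A549 ARE_Fluc cells after 18-24 h of compound exposure in a concentration series. The subsequent BugLite luminescent read reports ARE-luciferase activity.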
ATXN2 expr inh: Primary qHTS for Inhibitors of ATXN expression | HEK-293 ATXN2-luciferase reporter, luminescence, 24 h | Potency, µM (titrated, usually from 57 µM), for the others: at the top dose activity change, negative = inhibition, usual class: inhibitors | 360,000 tested, 0.72% active; note: % is set by controls: 0 for no effect and ±100 for the full control effect; nearly all actives have a fitted effect of over 55% in size
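qHTS (up to 57 uM final) was run with 24 h compound exposure of reporter cells at 37 °C. Each well was multiplexed: SteadyGlo luminescence measured ATXN2-luciferase expression after a fluorogenic Gly-Phe-AFC viability readout (25 uM final).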
Starred values were filed as active, the others as inactive; i = inactive; u = inconclusive; x = not tested or not shown; & = joins results of further samples; [ ] = remark or other dose. Calls come from the whole dose curve; as a rule, active = well fitted curve in the direction sought with a large enough effect; inconclusive = small, poorly fitted or top-dose-only effect, or another doubt; inactive = no such curve, though single readings can be large; an effect the other way counts as inactive or inconclusive. Potency is the fitted concentration of half-maximal effect. Some of the compounds tested. The share of hits here may be higher or lower than overall.

Values run as follows: TGFb SMAD3 inh, Nrf2 block, ATXN viability, EPAC2 antag, HepG2 tox, MCF10A rereplic, Nrf2 ARE act, A549 tox, ATXN2 expr inh
O=C(Nc1ccc(Cl)cc1Cl)c1cc(S(=O)(=O)NCc2ccc3c(c2)OCO3)ccc1F
  u, x, x, x, -40%, x, 0.7%, -6%, x
CCOc1ccc(-c2nc(-c3cccs3)c(CC(=O)O)s2)cc1OC
  -24%, u, i, 10%, -26%, 6%, 10%, -2%, 26%
Cc1sc2c(c1C)c(=O)n(-c1cccc(C(F)(F)F)c1)c(=O)n2Cc1ccc(F)cc1
  11%, -5%, i, x, 1%, x, -0.1%, 1%, -5%
CCOC(=O)c1nnn(-c2nonc2N)c1-c1ccc(C)cc1
  -3%, -10%, i, -1%, 1%, -2%, -0.1%, 3%, -1%
CC(=O)c1cn(CC(=O)Nc2ccc(C)c(C)c2)c2ccccc12
  -1%, 0%, i, -1%, -8%, -1%, 0.5%, 0%, 3%[11.3 µM]
COc1cc(OC)c(OC)cc1CNC(=O)c1ccc(S(=O)(=O)N2CCCCC2)cc1
  0%, u, i, -4%, -1%, 1%, 1.0%, -5%, -6%
CC(C)c1ccc(/C=C2\SC(=S)N(CCC(=O)N3CCCCC3CCO)C2=O)cc1 (centres undefined)
  -23%, 0%, u, -4%, -20%, 3%, 4.2%, 2%, x
COc1cc(-c2noc(CCC(=O)Nc3cccnc3)n2)cc(OC)c1OC
  -15%, x, i, 5%, 3%, 2%, 0.4%, -1%, 8%
COC(CNC(=O)c1cc(S(=O)(=O)N2CCc3ccccc32)ccc1F)OC
  5%, 2%, i, 7%, -3%, 0%, -1.2%, -1%, -8%
O=C(C1CCCO1)N1CCN(C(=S)Nc2ccc(F)cc2)CC1 (centres undefined)
  -3%, 2%, u, 7%, -6%, 14%, -0.6%, -4%, 3%
O=C(CC1SC(N2CCCCC2)=NC1=O)Nc1cccc(C(=O)O)c1 (centres undefined)
  -23%, 16%, u, 2%, 9%, 8%, -1.1%, -1%, -2%
O=C1/C(=C\c2ccncc2)CCc2ccccc21
  u, -15%, u, 23%, -68%, u, -4.1%, 9%, 0%
CCOC(=O)C(C#N)C(Cc1ccccc1)c1ccco1 (centres undefined)
  0%, 1%, i, 0%, -2%, -1%, 0.4%, 7%, -14%
CCC(C)n1c(SCc2c(F)cccc2Cl)nc2ccsc2c1=O (centres undefined)
  -2%, x, x, x, -25%, x, -1.2%, u, x
COc1ccc(OC)c(CNc2ncnc3onc(-c4ccc(Cl)cc4)c23)c1
  3%, -4%, u, x, -8%, x, 0.1%, 13%, -5%

A different layout for 3 compounds above.
Molecule	TGFb SMAD3 inh	Nrf2 block	ATXN viability	EPAC2 antag	HepG2 tox	MCF10A rereplic	Nrf2 ARE act	A549 tox	ATXN2 expr inh
CCOC(=O)c1nnn(-c2nonc2N)c1-c1ccc(C)cc1	-3%	-10%	i	-1%	1%	-2%	-0.1%	3%	-1%
CC(=O)c1cn(CC(=O)Nc2ccc(C)c(C)c2)c2ccccc12	-1%	0%	i	-1%	-8%	-1%	0.5%	0%	3%[11.3 µM]
COc1cc(OC)c(OC)cc1CNC(=O)c1ccc(S(=O)(=O)N2CCCCC2)cc1	0%	u	i	-4%	-1%	1%	1.0%	-5%	-6%

(more compounds)
Values run as follows: TGFb SMAD3 inh, Nrf2 block, ATXN viability, EPAC2 antag, HepG2 tox, MCF10A rereplic, Nrf2 ARE act, A549 tox, ATXN2 expr inh
O=C(CSC1=NCCS1)Nc1cccc2ccccc12
  -13%, -6%, i, 3%, 2%, -5%, 7.9%, -10%, -7%
O=C(CSc1nnc(-c2ccccn2)n1-c1ccccc1)Nc1ccc2c(c1)OCO2
  -1%, u, i, 2%, -12%, 22%, -0.5%, -27%, -25%
CCOc1cc(N2CCOCC2)c(OCC)cc1NC(=O)COC(=O)c1ccc([N+](=O)[O-])o1
  0%, 0%, i, -1%, -26%, 0%, 5.6%, -4%, -7%
CC[C@@H]1C/C=C\Cc2ccccc2[C@H](C(=O)C[C@@H](O)CC(C)=O)OC1=O
  -9%, -10%, i, -3%, -10%, u, -0.7%, 0%, -3%
CCOc1ccc2nc(Cl)c(C3CC(c4ccco4)=NN3S(C)(=O)=O)cc2c1 (centres undefined)
  -5%, 1%, i, -1%, -19%, 6%, 3.4%, -1%, 4%
CN(C)c1ccc(C(=O)N2CCCC2)cc1
  1%, -6%, i, 3%, 7%, -2%, -0.1%, -6%, x
Cc1ccc(CNC(=O)c2nnn(CC(=O)Nc3cc(C)cc(C)c3)c2N)cc1
  -2%, -13%, i, -1%, 10%, 0%, -0.7%, -1%, -18%
CCCOC(=O)c1ccc(NS(=O)(=O)c2cccs2)cc1
  -12%, 8%, i, 7%, -22%, 5%, 0.4%, -10%, 3%
COc1ccc(/C=C/c2nnc(NC(=O)C(C)(C)C)s2)cc1
  4%, -13%, i, 3%, -11%, u, 3.7%, 2%, 24%
Cc1[nH]c2ccccc2c1/C=C(\C#N)C(=O)NC1CC1
  -16%, 21%, i, 9%, -7%, -1%, -0.1%, 11%, 30%
CC(=O)Nc1ccc2c(c1)-c1ccc(F)cc1C2=O
  1%, 3%, i, -1%, -7%, -3%, 2.8%, -5%, -6%
COc1ccc(C2SCC(=O)N2c2ccc(F)cc2)cc1 (centres undefined)
  2%, -9%, i, -19%, -1%, 1%, -0.1%, 6%, 10%
COc1ccc(CC(=O)NCc2csc(-c3cccs3)n2)cc1OC
  -9%, -29%, i, 2%, -9%, 7%, 27%, -6%, -16%
O=C(COc1ccc(S(=O)(=O)N2CCOCC2)cc1)N1CCCCCC1
  -4%, -20%, i, 4%, -20%, 22%, 0.1%, -9%, -15%
CCOc1cccc2cc(C(=O)N3CCN(C/C=C/c4ccccc4)CC3)c(=O)oc12
  -5%, x, i, -3%, -34%, 1%, -0.6%, -9%, -4%
COc1ccc(C2Nc3ccccc3-n3c(-c4ccccc4)c4c(=O)n(C)c(=O)n(C)c4c32)cc1 (centres undefined)
  -5%, u, i, x, -40%, x, -0.2%, u, -4%
C=C(C(=O)O)C1CCC2(C)CCCC(C)(O)C2C1 (centres undefined)
  -12%, 5%, i, -16%, -32%, 12%, -0.1%, 4%, 1%
COCCCNC(=O)c1ccc(OC)c(OC2CCN(C(C)C)CC2)c1
  -7%, 4%, i, 11%, -31%, -4%, 0.4%, 16%, -10%
CCN(C(=O)COC(=O)/C=C/c1ccccc1Cl)c1c(N)n(Cc2ccccc2)c(=O)[nH]c1=O
  -2%, -6%, i, 26%, 1%, 10%, u, -3%, -18%
COc1ccc(C2C=C(Nc3ccccc3)C(=O)N2c2ccccc2)cc1OC (centres undefined)
  4%, 3%, i, 10%, 5%, 16%, 5.1%, 0%, 3%
C[N+](C)(C)CCOC(N)=O
  19%, 2%, i, 1%, 3%, -1%&-2%, 0.1%, -1%, 8%&2%
CCOC(=O)CNC(=O)C1CCCCC1
  0%, u, x, x, -10%, x, x, 6%, x
Clc1ncnc2scc(-c3ccccc3)c12
  0%, 13%, i, 0%, 0%, 0%, u, -4%, -28%
CCOC(=O)C(Cc1ccccc1)C(=O)NCc1cccnc1 (centres undefined)
  -10%, -9%, i, -7%, 4%, 9%, -0.5%, 3%, x
Brc1ccc2nc(-c3ccco3)c(Cc3ccsc3)n2c1
  -42%, x, u, -26%, -2%, x, u, x, 11%
O=C(Nc1ccc(S(=O)(=O)N2CCCC2)cc1)c1cnccn1
  -2%, -15%, i, 2%, 5%, -2%, 0.4%, -20%, 2%
O=C(Nc1nc2ccc(F)cc2s1)c1nc(S(=O)(=O)Cc2ccccc2F)ncc1Cl
  6.3µM*, u, 11µM*, x, 7.1µM*, x, 2.0%, u, 25µM*
O=C(COc1cccnc1[N+](=O)[O-])Nc1cccc(Br)c1
  -1%, 15%, u, -6%, -4%, 1%, 4.9%, 3%, 18%
O=C(CC[C@H]1O[C@@H](n2ccc(=O)[nH]c2=O)[C@H](O)[C@@H]1O)N[C@@H](Cc1ccccc1)C(=O)NCC1CCCCC1
  -6%, x, i, 7%, 4%, x, -0.1%, x, -8%
Cc1nc(-c2ccccc2)sc1C1(C)CC(c2c(Cl)cccc2Cl)=NO1 (centres undefined)
  -14%, u, i, 2%, -21%, u, 6.1%, -9%, -2%
CNC(=S)N/N=C(\C)c1ccc(-n2ccnc2)cc1
  2%, -13%, x, -8%, -2%, 8%, -0.5%, -13%, x
[O-]/C(=C(\C(=S)Nc1cccc2ccccc12)[n+]1ccccc1)c1cccs1
  u, 17%, i, -6%, 1%, 10%, 5.9%, -11%, -9%
Cc1cccc(Cn2ccc(NC(=O)c3cccnc3)n2)c1
  -1%, 3%, i, 5%, 18%, -6%, -0.8%, 1%, -9%
O=C(Cn1c(=O)oc2cc(S(=O)(=O)N3CCCC3)ccc21)NCc1ccc(F)cc1
  29%&2%, -7%&-6%, i, -17%, -15%&-9%, -1%, 2.7%&-0.3%, 0%&13%, -23%&-4%
COc1ccccc1NC(=O)C1=C(C)Nc2nc(SCc3ccccc3)nn2C1c1cccc(O)c1 (centres undefined)
  u, -3%[9.27 µM], x, x, -19%, x, -0.7%, -16%, u
Cc1[nH]c2ccccc2c1C(=O)C(=O)NCc1nnnn1-c1ccc(F)c(F)c1
  -14%, x, i, -9%, -59%, x, -0.9%, x, x
OCCC1CN(Cc2cccnc2)CCN1CCc1ccccc1 (centres undefined)
  0%, 2%, i, 1%, -2%, -4%, 0.1%, 4%, -2%
CCN(C(=O)COC(=O)C1CCN(S(=O)(=O)c2cccs2)CC1)c1ccccc1
  3%, 15%, i, -11%, 1%, -5%, 4.6%, 0%, -16%[11.3 µM]
COCCCNC(=S)Nc1cc(C)c(C)cc1C
  -13%, u, i, -2%, 11%, -1%, 2.8%, -6%, -3%
COc1ccc(NC(=O)C2(C)CCN2Cc2ccc(C(C)C)cc2)cc1OC (centres undefined)
  -19%, x, u, -15%, -31%, x, 0.8%, x, -10%
